# Compound activity deposited in PubChem by several laboratories.
# MC4R barr agon = agonists of human melanocortin 4 receptor (MC4R) beta-arrestin; P32245; U2OS MC4R beta-arrestin complementation, luminescence; percent of melanotan II response, DMSO zero; activation, % at 8.9 µM; hit rate 0.98% among 360,000;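 active = activation above a per-plate cutoff, the mean activation of sample wells on that plate plus 3 SD, cut at about 8% in these data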
# MC4R antagonist = blocks human MC4R cAMP signaling; inhibition, % at 6.5 µM; hit rate 0.48% among 360,000; P32245; MC4R-expressing cells, MTII-stimulated cAMP, LANCE TR-FRET;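 active = inhibition above its plate's cutoff, the mean of tested wells on that plate plus 3 SD, cut at about 29% in these data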;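 note: 0% = Melanotan II alone and 100% = Melanotan II plus saturating MCL0020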
#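 Material – human MC4R-expressing U2OS cells · Repeats – no replicates · Detection – TR-FRET with Eu-cAMP and labeled anti-cAMP, 671 nm · Times – compound 30 min, challenge 1 h, detection 1 h · Compound – single nominal compound dose of 6.5 µM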
# LRH-1 inv ag = suppresses constitutive activity of human LRH-1 | O00482 | HEK293T StAR-luciferase reporter, LRH-1 transfected, 24 h | inhibition, % at 3.6 µM | hit rate 0.13% among 360,000 | AID 602396;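 active = inhibition above the mean inhibition of all tested compounds plus 3 SD, cut at about 73% in these data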;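 note: 0% = DMSO wells and 100% = reporter-only cells lacking LRH-1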
# NCOA2 inhibitor = inhibits human steroid receptor coactivator 2; AID 651957; inhibition, % at 9 µM; hit rate 0.17% among 370,000; HEK293 GAL4-SRC2 luciferase reporter, luminescence;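 active = inhibition above the mean inhibition of all tested compounds plus 3 SD, set per campaign, cut at about 52% in these data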;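 note: 0% = DMSO treated cells and 100% = cells given Gossypol at 36 µM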
# ABHD5 PLIN5 PPI = inhibitors of human ABHD5-perilipin-5 interaction; Q00G26+Q8WTS1; Split G. princeps luciferase complementation, luminescence, 4 h; inhibition, % at 4 µM; hit rate 0.78% among 360,000;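 active = inhibition above the mean inhibition across every tested compound plus 3 SD, cut at about 22% in these data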;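 note: 0% = DMSO only wells and the 100% control is not disclosed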
# Target sequence (Q00G26 whole entry, looked up): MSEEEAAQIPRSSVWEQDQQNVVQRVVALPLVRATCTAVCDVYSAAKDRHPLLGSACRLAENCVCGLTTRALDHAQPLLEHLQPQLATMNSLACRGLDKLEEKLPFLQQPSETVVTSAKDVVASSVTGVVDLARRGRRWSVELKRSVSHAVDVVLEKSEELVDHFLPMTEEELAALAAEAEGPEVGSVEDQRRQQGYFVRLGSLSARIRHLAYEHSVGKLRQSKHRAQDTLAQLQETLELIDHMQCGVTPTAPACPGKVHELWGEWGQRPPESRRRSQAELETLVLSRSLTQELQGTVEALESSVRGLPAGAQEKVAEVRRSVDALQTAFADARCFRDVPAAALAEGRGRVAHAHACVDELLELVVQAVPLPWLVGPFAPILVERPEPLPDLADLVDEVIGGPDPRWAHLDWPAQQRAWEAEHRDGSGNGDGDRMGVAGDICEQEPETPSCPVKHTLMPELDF
# Target sequence (Q8WTS1 whole entry, looked up): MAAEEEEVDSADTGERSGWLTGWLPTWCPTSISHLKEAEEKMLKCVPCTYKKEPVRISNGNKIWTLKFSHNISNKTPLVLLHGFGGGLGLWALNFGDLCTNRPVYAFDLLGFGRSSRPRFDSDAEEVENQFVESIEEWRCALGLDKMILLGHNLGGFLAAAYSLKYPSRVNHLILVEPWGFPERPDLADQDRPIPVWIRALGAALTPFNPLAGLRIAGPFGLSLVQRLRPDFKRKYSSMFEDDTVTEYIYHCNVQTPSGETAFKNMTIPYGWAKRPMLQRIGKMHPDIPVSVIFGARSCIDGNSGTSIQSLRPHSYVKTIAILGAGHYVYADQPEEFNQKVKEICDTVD
# NCOA1 inh = inhibits human SRC1 coactivator. hit rate 0.12% among 360,000. AID 588354. Q15788. HEK293 GAL4-SRC1 luciferase reporter, luminescence. inhibition, % at 3.6 µM;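 active = inhibition above the campaign mean plus 3 SD, with each screening campaign given its own cutoff, cut at about 60% in these data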;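 note: 0% = DMSO treated cells and 100% = gossypol at 36 µM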
# LMP1 NFkB inh = reduces LMP1-driven NF-kappaB luciferase signal; AID 504558; LMP1-induced NF-kappaB luciferase reporter cells, luminescence; inhibition, % at 12.5 µM; hit rate 0.69% among 350,000; in the data active = inhibition above about 41%;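 note: 0% = neutral control wells and 100% = reference inhibitor control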
# SRC3 inh = human NCOA3 inhibition. Q9Y6Q9. HEK293 GAL4-SRC3 luciferase reporter, luminescence. inhibition, % at 3.6 µM. hit rate 0.17% among 360,000;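 active = inhibition above a per-campaign cutoff, the mean of all compounds plus 3 SD, cut at about 60% in these data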;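 note: 0% = DMSO-treated cells and 100% = gossypol-treated cells at 36 µM; higher means less SRC3-driven luciferase light from the GAL4 reporter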
# NOD2-RIPK2 inh = NOD2-RIPK2 protein interaction inhibition. O43353. CHO BLA complementation NOD2-RIPK2, CCF4 ratio. inhibition, % at 4.98 µM. hit rate 0.38% among 360,000; in the data active = inhibition above about 21%;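 note: 0% = vehicle only and 100% = reference blocker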
# TLR9-MyD88 block = blocks human TLR9 binding to MyD88 | inhibition, % at 4.98 µM | Q9NR96+Q99836 | CHO BLA complementation TLR9-MyD88, CCF4 FRET ratio | AID 504734 | hit rate 0.21% among 340,000;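 active = inhibition above the mean over all tested compounds plus 3 SD, cut at about 21% in these data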;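 note: 0% = DMSO only wells and 100% = clavulanate BLA inhibitor control wells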
# COUP-TFII inh = blocks human COUP-TFII nuclear receptor. P24468. HEK293T NGFI-A luciferase reporter, luminescence. inhibition, % at 8.6 µM. hit rate 0.7% among 370,000. AID 686940;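 active = inhibition above a per-plate cutoff, mean inhibition of test wells between control levels plus 3 SD, cut at about 38% in these data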;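 note: cells cotransfected with COUP-TFII expression vector driving the NGFI-A reporter; 0% = median of COUP-TF2 test wells and 100% = reporter-only cells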
# An asterisk follows results filed as active; / = no result given. Not all compounds are listed; count on the stated rates, not on these rows.
# Fields – MC4R barr agon	MC4R antagonist	LRH-1 inv ag	NCOA2 inhibitor	ABHD5 PLIN5 PPI	NCOA1 inh	LMP1 NFkB inh	SRC3 inh	NOD2-RIPK2 inh	TLR9-MyD88 block	COUP-TFII inh
1) CCOc1ncccc1C(=O)Nc1ccccc1N1CCOCC1
  -0.6	5.3	-4.9	1.9	6.0	-11.7	-12.3	-16.6	-10.1	-7.8	4.0
2) O=C(Oc1c(CN2CCOCC2)cc(Cl)c2cccnc12)c1ccc(F)cc1
  -1.4	10.8	27.5	-3.0	2.7	2.0	58.4*	32.1	-7.9	5.7	4.2
3) COc1ccc2[nH]c3c(=O)n(CCc4ccccc4)cnc3c2c1
  2.2	1.3	-7.0	-19.4	-2.0	-10.8	-10.8	-3.9	-0.4	6.1	-38.1
4) COc1ccc(N(C)S(=O)(=O)c2cccc(C(=O)Nc3ccc(-n4cnnn4)cc3)c2)cc1
  1.6	-4.2	2.9	-0.8	0.2	-27.1	-3.1	5.7	-0.2	-5.2	8.1
5) O=[N+]([O-])c1cc(C(F)(F)F)ccc1-n1nnc2ccccc21
  -2.0	-4.7	18.3	-22.2	3.2	2.5	-16.7	2.1	-11.7	3.4	21.7
6) CCOc1ccc(CNC23CN4CN(CN(C4)C2)C3)cc1
  -1.6	0.6	17.6	-0.8	0.1	-1.3	5.5	9.5	-9.6	-12.2	8.4
7) O=C(CSc1n[nH]c(-c2ccc(Br)cc2)n1)N1CCOCC1
  -2.2	7.3	1.4	23.1	12.1	7.5	-18.4	-5.9	-6.9	5.9	-14.5
8) Cc1ccc(C(=O)Nc2ccccc2C(=O)O)cc1S(=O)(=O)Nc1ccc(Br)cc1
  2.4	-2.5	18.2	-1.7	-1.8	4.4	-1.2	-17.8	-8.8	-10.2	3.5
9) O=C(CNC(=O)c1cccc(F)c1)OCCOc1cccc(Cl)c1
  -2.0	1.9	11.9	7.0	1.1	-1.0	5.3	9.4	1.0	7.6	14.7
10) NS(=O)(=O)c1ccc(N=Nc2c(O)ccc3ccccc23)cc1
  1.2	15.3	-24.6	5.8	2.5	32.4	-24.4	6.9	9.2	-4.1	3.1

# New compounds follow
# Fields – MC4R barr agon	MC4R antagonist	LRH-1 inv ag	NCOA2 inhibitor	ABHD5 PLIN5 PPI	NCOA1 inh	LMP1 NFkB inh	SRC3 inh	NOD2-RIPK2 inh	TLR9-MyD88 block	COUP-TFII inh
11) O=C(O)c1ccc(CNCc2cccc(Cl)c2Cl)cc1
  0.7	-3.4	-30.2	-28.3	-4.9	-4.9	-0.6	-15.6	-6.7	-16.4	0.4
12) CCc1ccc(N2CC(C(=O)OCC(=O)Nc3ccc([N+](=O)[O-])cc3)CC2=O)cc1 (configuration not stated)
  2.1	10.4	-0.6	-38.1	2.6	12.4	2.6	4.6	-2.7	-16.9	-7.7
13) Cc1cc(Cl)c(S(=O)(=O)N(C)C)cc1OCC(N)=O
  0.1	-0.3	5.9	13.4	-0.7	1.6	-5.9	0.3	-2.4	1.4	0.4
14) CC1(C(=O)NS(=O)(=O)c2cccc(F)c2)CCN1C(=O)Cc1cc(F)ccc1F (configuration not stated)
  -0.8	-2.4	28.0	-6.7	6.6	-24.6	/	0.4	9.8	/	-1.9
15) Cc1ccc(Nc2nc3ccccc3[nH]2)nc1
  -2.3	4.0	-93.3	-23.5	4.6	-93.9	-53.1	-99.8	5.0	2.6	-49.2
16) CCCCNC(=O)C1(C)CCN1C(=O)c1csnn1 (configuration not stated)
  -0.6	1.1	-2.0	-5.6	7.6	14.5	/	-3.4	0.3	/	-11.3
17) COc1ccc(-c2csc(C(C)(O)c3cccc(F)c3)n2)cn1 (configuration not stated)
  7.0	-0.1	-1.1	23.3	-8.6	-7.1	/	-12.2	-0.3	/	11.4
18) CCCC(=O)N1CC(=O)Nc2ccc(Br)cc2C1c1ccc(F)cc1 (configuration not stated)
  -1.4	13.7	6.5	-12.5	4.8	-45.7	-14.3	3.9	-8.7	-10.7	1.8
19) Cc1nc2sccn2c(=O)c1S(=O)(=O)Nc1ccc(N2CCN(S(C)(=O)=O)CC2)cc1
  -2.0	9.6	16.2	-7.7	-13.5	-43.6	-0.4	-16.8	-9.0	6.4	27.6
20) CCOC(=O)CCc1c(C)c2ccc(OC3CCCCC3=O)cc2oc1=O (configuration not stated)
  -1.8	0.1	-13.5	-2.5	-2.8	-21.9	-10.6	-40.6	-8.8	-3.4	9.5

# A draw from above in order of count of non-hydrogen atoms, highest first:
# Fields – MC4R barr agon	MC4R antagonist	LRH-1 inv ag	NCOA2 inhibitor	ABHD5 PLIN5 PPI	NCOA1 inh	LMP1 NFkB inh	SRC3 inh	NOD2-RIPK2 inh	TLR9-MyD88 block	COUP-TFII inh
20) CCOC(=O)CCc1c(C)c2ccc(OC3CCCCC3=O)cc2oc1=O (configuration not stated)
  -1.8	0.1	-13.5	-2.5	-2.8	-21.9	-10.6	-40.6	-8.8	-3.4	9.5
18) CCCC(=O)N1CC(=O)Nc2ccc(Br)cc2C1c1ccc(F)cc1 (configuration not stated)
  -1.4	13.7	6.5	-12.5	4.8	-45.7	-14.3	3.9	-8.7	-10.7	1.8
15) Cc1ccc(Nc2nc3ccccc3[nH]2)nc1
  -2.3	4.0	-93.3	-23.5	4.6	-93.9	-53.1	-99.8	5.0	2.6	-49.2

# The main list resumes, repeating the two entries before the break.
# Fields – MC4R barr agon	MC4R antagonist	LRH-1 inv ag	NCOA2 inhibitor	ABHD5 PLIN5 PPI	NCOA1 inh	LMP1 NFkB inh	SRC3 inh	NOD2-RIPK2 inh	TLR9-MyD88 block	COUP-TFII inh
19) Cc1nc2sccn2c(=O)c1S(=O)(=O)Nc1ccc(N2CCN(S(C)(=O)=O)CC2)cc1
  -2.0	9.6	16.2	-7.7	-13.5	-43.6	-0.4	-16.8	-9.0	6.4	27.6
20) CCOC(=O)CCc1c(C)c2ccc(OC3CCCCC3=O)cc2oc1=O (configuration not stated)
  -1.8	0.1	-13.5	-2.5	-2.8	-21.9	-10.6	-40.6	-8.8	-3.4	9.5
21) COc1ccc(CCNC(=O)C2CCC(=O)N2CCc2ccccc2)cc1OC (configuration not stated)
  0.5	5.4	-8.2	2.9	-6.8	-2.8	2.7	6.2	-4.1	0.5	4.8
22) Cc1c(/C=C/C(=O)c2ccc(C(C)C)cc2)cnn1C
  1.1	4.4	-27.3	-3.6	0.8	-8.7	-0.2	-19.6	-7.0	-11.9	7.7
23) COc1ccc(NC(=O)CSc2nnc(N)n2CC(=O)Nc2ccc(OC)cc2)cc1
  -0.7	11.8	-16.2	-11.4	-5.4	-8.9	-8.5	26.7	-1.3	-4.6	3.4
24) CCOc1cc(/C=N/N=C(N)N)ccc1OCc1ccc(Cl)cc1
  11.6*	-0.4	0.0	-29.4	4.7	6.2	4.8	12.5	1.5	3.9	5.5
25) Cc1ccc(C)c(NC(=O)C2CC(O)CN2C(=O)OCc2ccccc2)c1 (configuration not stated)
  -1.1	-0.5	-2.7	-12.8	-0.6	3.0	7.7	17.1	-19.6	-16.0	-9.0
26) Cc1ccccc1S(=O)(=O)c1c(C)cc(C)n(C)c1=O
  2.5	-1.8	7.4	-17.8	-1.2	-23.6	-19.1	10.5	4.9	-1.1	-10.8
27) COc1ccc(C(=O)CCc2ccccc2O)c(OC)c1
  -0.2	5.5	-102.8	-36.8	0.3	-64.7	-45.7	-137.2	-6.6	-2.6	-7.1
28) O=C(c1ccco1)N(CCO)Cc1cc2cc3c(cc2[nH]c1=O)OCO3
  -3.7	14.2	-6.8	1.9	3.2	5.4	-4.8	-2.7	1.4	1.4	-3.0
29) CNC(=S)N1N=C(c2ccc(C)cc2)CC1c1ccc(N(C)C)cc1 (configuration not stated)
  -1.7	-0.8	-0.1	-31.8	1.2	-34.8	6.4	9.4	-7.2	-0.6	4.1
30) CS(=O)(=O)c1ccc(Cl)c(NC(=O)CCN2C(=O)C3CC=CCC3C2=O)c1 (configuration not stated)
  -0.8	7.7	8.1	4.7	-1.2	3.5	-19.0	13.0	-3.5	11.8	1.5

# Continuation:
# Fields – MC4R barr agon	MC4R antagonist	LRH-1 inv ag	NCOA2 inhibitor	ABHD5 PLIN5 PPI	NCOA1 inh	LMP1 NFkB inh	SRC3 inh	NOD2-RIPK2 inh	TLR9-MyD88 block	COUP-TFII inh
31) Cc1cc(C(=O)COC(=O)c2cccs2)c(C)n1-c1c(C)n(C)n(-c2ccccc2)c1=O
  -1.5	4.5	21.3	1.4	2.8	-12.4	-5.2	5.0	3.9	-3.8	7.5
32) O=C(Nc1nccs1)c1cc(-c2ccco2)nc2ccccc12
  -2.2	3.3	6.2	-0.9	5.1	1.6	-11.7	3.0	-0.1	-9.1	8.9
33) CC(=O)c1csc(CS(=O)(=O)c2ccccn2)n1
  -0.5	7.3	-2.6	-3.2	-4.1	-23.4	5.6	8.9	2.8	-1.1	3.7
34) CCOC(=O)c1ccccc1NC(=O)c1cncc(Br)c1
  -1.6	3.0	20.6	10.4	-0.3	16.1	-29.7	6.5	1.6	-8.6	14.9
35) CSCCCNC(=S)Nc1ccc(N2CCOCC2)cc1N1CCOCC1
  1.1	2.5	0.0	2.9	3.3	-11.3	-6.3	5.9	-8.0	-7.0	-5.3
36) Cc1cccc(Nc2nc(N)nc(CSc3nccn3C)n2)c1
  -0.1	-10.2	-60.6	-24.5	-1.4	-63.5	-25.9	-50.4	-3.8	7.9	-42.4
37) Cc1cc(C)c(C)c(C(=O)c2ccccc2C(=O)O)c1C
  -2.4	6.6	3.9	1.6	-5.2	3.0	-7.2	-2.6	-4.0	-1.1	8.4
38) Cc1ccc(S(=O)(=O)NCCNC(=O)c2ccc(C)nc2)cc1
  0.7	-2.3	13.4	11.5	-1.2	8.6	0.1	20.6	-11.4	2.5	19.2
39) Cc1ccsc1-c1nc(CN2CCCC2c2ccc(F)cc2)c(C)o1 (configuration not stated)
  -4.4	-2.6	-5.8	-7.2	1.3	-7.7	4.4	11.3	2.7	13.7	-1.8
40) CCCCCCCCCCNC(=O)CCn1[nH]c(=O)c2ccccc2c1=O
  -0.4	1.8	10.6	2.1	-8.4	2.9	6.7	1.9	-7.5	5.0	11.8
